# Growth percent in the NCI-60 one-dose screen (48 h, 10 µM unless noted): 100 = growth as untreated, 0 = no growth, -100 = all killed.
# UO-31: UO-31 renal cancer; 81,000 compounds, 5.2% hits; AID 1794768
# CAKI-1: CAKI-1 renal cancer. 75,000 compounds, 4.7% hits
# RXF 393: RXF 393 renal cancer cells. 77,000 compounds, 6.9% hits. AID 1794773
# A498: A498 renal cancer cells. 76,000 compounds, 5.4% hits
# SN12C: SN12C renal cancer cells. 81,000 compounds, 3.8% hits. AID 1794767
# 786-0: 786-0 renal cancer cells; 81,000 compounds, 5.1% hits
# ACHN: ACHN renal cancer. AID 1794771. 81,000 compounds, 4.9% hits
# TK-10: TK-10 renal cancer cells; 81,000 compounds, 3.9% hits
# Active calls of the source: *; nt = no result given; & = joins results of further samples. The calls were made as follows: active = growth percent below 10; inactive = the rest. Rows were taken by chance. Share with any hit: about 10%.
SMILES	UO-31	CAKI-1	RXF 393	A498	SN12C	786-0	ACHN	TK-10
CCCCCN(CCCCC)CC(O)c1ccc(Cl)c2ccccc12 (configuration not stated)	38.5	50.2	57.0	60.8	61.5	56.6	43.2	70.4
CCN(CC)CCC(C(=O)O)(c1ccccc1)c1ccccc1	89.1	nt	117.9	102.1	102.9	96.4	nt	97.9
N#Cc1c(-c2ccc(Cl)cc2)nc(SCc2ccccc2)nc1N1CCOCC1	84.8	69.8	103.6	nt	96.8	90.4	93.4	109.0
COc1ccc(/C=C/C(=O)/C=C/c2cc3ccccc3[nH]c2=O)cc1	94.4	98.2	30.6	100.4	66.5	93.1	84.1	118.2
CCOC(=O)c1cc2nc(OCC)nc(OCC)c2[nH]1	72.8	95.8	114.7	116.2	95.3	97.2	109.5	131.9
O=C1Nc2ccccc2/C1=C/c1cccn1CCCCCCn1c2ccccc2c(=O)c2ccccc21	56.2	72.6	99.2	103.4	93.6	102.5	89.7	78.7
Cc1ccc(NCSc2ccc(Cl)cc2)cc1	14.7&27.0	59.5	111.3&100.2	66.3&62.5	42.7&46.2	53.7&39.1	99.6&88.4	78.2&90.8
COc1ccc(/C=N/c2n[nH]c(Nc3ccc(OC)cc3)n2)cc1	98.8	92.6	112.4	116.7	113.3	101.6	112.7	100.1
O=C(Nc1nc2ccc(OC(F)(F)F)cc2o1)c1ccccc1	86.8	87.8	116.2	113.8	99.0	85.7	103.6	118.9
Cn1cc(/C=N/Nc2ccc(Br)cn2)c2ccccc21	76.6	93.2	nt	138.1	101.3	102.6	102.5	135.5
COC(=O)c1ccc2c(c1)CN(Cc1ccccc1)CO2	89.3	89.8	103.7	94.7	95.8	108.8	102.4	126.7
O=C(Nc1ccc(OCc2nnc(-c3ccccc3)o2)c(F)c1)Nc1ccc(Cl)c(Cl)c1	68.5	68.4	56.3	12.4	64.0	82.1	39.0	66.2
O=C(CSc1nnc(-c2c[nH]c3ccccc23)n1-c1ccccc1)c1ccc(Cl)cc1	54.8	64.5	nt	57.3	64.6	44.9	57.5	84.0
CC1CCN(C(=O)Nc2c(Cl)cccc2Cl)CC1	94.6	103.7	109.7	97.8	98.2	98.4	97.5	110.2
O=C(O)CN1C(=O)c2ccccc2C1=O	74.6&94.3	100.0&78.0	114.9&89.3	111.9&90.1	95.0&91.5	92.8&93.2	109.2&98.5	116.3&92.4
COc1cc(/C(C)=C(\c2ccc(Cl)cc2)c2ccc(OCCN3CCCC3)cc2)ccc1F	39.7	65.2	69.3	nt	70.2	71.4	83.1	69.3
CCNC(=O)c1[nH]cc(-c2ccc(OC)cc2)c1-c1cc(OC)c(OC)c(OC)c1	30.7	29.4	nt	-14.0*	60.5	47.5	35.8	83.9
O=C(O)c1ccc2c(c1N=Nc1c(O)[nH]c(=S)[nH]c1=O)C(=O)c1ccccc1C2=O	71.9	78.1	111.9	102.4	101.7	103.8	96.8	109.4
NC(C(=O)O)C(O)c1ccc(OCc2ccccc2)c(OCc2ccccc2)c1 (configuration not stated)	92.1	93.3	100.4	85.3	107.4	98.7	101.0	104.0
CC(=O)Nc1ccc2c(c1)Cc1c-2cc(Cl)c(NC(C)=O)c1Cl	82.7	72.3	108.1	nt	90.3	110.5	89.9	111.3
Nc1[nH]c(=O)[nH]c(=O)c1Br	90.1&86.9	92.5	99.4&115.5	94.9&104.5	102.0&97.2	100.5&99.9	104.5	94.9&96.9
COc1cccc(-c2nn(-c3ccccc3)cc2-c2ccnc(Br)c2)c1	62.3	76.1	112.0	57.9	81.6	74.8	82.4	77.5
Cc1nc2ccccc2nc1NNC(=O)Nc1cccc(Cl)c1	64.1	76.6	38.8	110.0	89.7	92.1	88.8	127.6
Nc1cc(Cl)ccc1-c1nnc2n1N=C(c1ccccc1)CS2	84.7	84.5	106.1	107.9	97.6	113.5	99.7	149.7
CCOC(=O)c1cc2c(n1Cc1ccc(OC)cc1)-c1oncc1CC2	82.2	104.1	118.8	121.3	109.8	94.4	110.4	104.8
CCC/C(=C(/C#N)C(=O)OCC)c1ccccc1	83.7	106.9	107.0	89.2	104.5	105.1	108.9	102.5
CS(=O)(=O)c1ccc(-c2[nH]c3ccccc3c2/C=N/O)cc1	86.8	83.5	96.6	99.6	94.9	96.6	103.9	106.4
COc1cc2cc3c(nc2cc1OC)CCN3Cc1ccc(NC(=O)c2cccc(Cl)c2Cl)cc1	72.2	88.8	104.4	78.2	91.7	93.0	99.0	129.6
CCC1=C(c2ccc(OC)cc2)C(C)(C)Oc2cc(O)c(CN3CCCC3)cc21	55.8	83.2	79.9	59.5	77.8	59.0	82.6	94.3
N#Cc1cccc(-c2nc3ccccn3c2NCCN2CCOCC2)c1	73.3	85.1	96.3	99.1	96.0	96.1	98.3	101.1

# Structures from the list above that have an aryl thioether with sulfur outside any ring:
SMILES	UO-31	CAKI-1	RXF 393	A498	SN12C	786-0	ACHN	TK-10
N#Cc1c(-c2ccc(Cl)cc2)nc(SCc2ccccc2)nc1N1CCOCC1	84.8	69.8	103.6	nt	96.8	90.4	93.4	109.0
Cc1ccc(NCSc2ccc(Cl)cc2)cc1	14.7&27.0	59.5	111.3&100.2	66.3&62.5	42.7&46.2	53.7&39.1	99.6&88.4	78.2&90.8
O=C(CSc1nnc(-c2c[nH]c3ccccc23)n1-c1ccccc1)c1ccc(Cl)cc1	54.8	64.5	nt	57.3	64.6	44.9	57.5	84.0

# New compounds follow:
SMILES	UO-31	CAKI-1	RXF 393	A498	SN12C	786-0	ACHN	TK-10
CC(=O)OC1(C)C(=O)C=C(C)C=C1C (configuration not stated)	60.9	84.8	113.7	105.5	95.4	107.0	88.9	102.1
CCCCN(CCCC)CCC(=O)c1cc(-c2ccccc2)oc1-c1ccccc1	89.7	102.1	107.5	68.4	103.3	105.0	110.8	101.7
O=C1N(CCO)C=C(S(=O)(=O)c2ccccc2)C2=NCCCN12	79.7	98.0	110.0	55.3	100.9	99.2	106.7	103.7
N#CC(C#N)=C1CCCCC1	83.7	95.6	104.4	109.9	109.1	99.0	97.8	94.0
CN(C)c1ccc(/C=c2\sc3nc4ccccc4n3c2=O)cc1	92.2	93.3	116.7	85.1	99.2	98.5	98.0	nt
O=C(c1ccccc1)c1c(Nc2ccccc2)n[nH]c1-c1ccccc1	58.4	89.6	105.6	86.3	80.5	79.5	91.8	95.0
COc1cc(C(C)O)ccc1O (configuration not stated)	81.9	nt	109.9	108.3	103.7	96.3	115.5	95.0
O=C(OCc1ccc2c(c1)OCO2)c1cccc2ccccc12	92.1	94.5	87.4	50.2	109.1	97.2	100.2	109.3
CCOc1cc(-c2nccc3cc(OC)c(OC)cc23)cc(OCC)c1OCC	63.2	65.2	73.4	nt	85.6	91.7	82.0	81.4
Cc1ccc(S(=O)(=O)N2CCOCC2)cc1	95.7	90.0	108.6	102.3	102.8	nt	106.8	102.6
N=C(N)S(=O)O	98.8	99.0	104.2	81.7	97.6	98.1	108.7	100.3
N#Cc1ccc(OC(=O)Nc2ccccc2Cl)cc1	79.3	95.1	nt	72.0	94.5	98.3	98.0	111.3
N#C/C(=C\c1ccc(-c2ccc(Cl)cc2)o1)c1ccccc1	80.8	69.8	80.7	80.9	80.2	93.0	64.0	127.5
COc1ccc(Cn2cc3c(c2-c2ccc(OC)cc2)CCc2c(CO)noc2-3)cc1	84.3	nt	95.8	104.6	102.4	89.9	nt	103.7
c1ccc2c(c1)Sc1cnccc1N2CC1CO1 (configuration not stated)	88.3	98.0	85.6	97.0	65.8	110.2	73.8	60.4
C(=C1c2ccccc2-c2ccccc21)c1ccccc1	81.6	92.4	98.1	100.1	93.8	104.8	103.3	92.5
C=CCNc1nc2cc3c(C)c(CC)c(=O)oc3c(C)c2o1	64.1	nt	79.3	73.5	96.6	86.4	nt	50.9
Ic1ncnc2nc[nH]c12	93.4	104.7	98.0	133.0	101.1	103.6	96.2	115.9
CCOC(=O)COc1ccc(C=O)cc1	106.3	97.2	109.1	121.2	101.1	98.1	98.2	104.4
CS(=O)(=O)Nc1ccc(C(=O)NC(C(=O)NO)c2ccc(Cl)cc2)cc1 (configuration not stated)	91.1	95.7	121.6	100.4	98.7	91.3	97.3	102.8
COc1ccc(C23CCC(=O)N2CCc2cncn23)cc1 (configuration not stated)	98.5	101.4	99.2	105.6	99.4	104.5	101.1	94.7
COC(=O)c1c(C)nc(C)c2c1C(=O)C(Br)=C(NCCN1CCOCC1)C2=O	86.5	91.4	105.9	92.4	89.5	100.8	97.9	108.1
Cc1ccc(C(SCC(N)C(=O)O)(c2ccccc2)c2ccc(C)cc2)cc1 (configuration not stated)	38.6	nt	nt	29.0	29.9	25.1	56.3	60.7
C#CCn1cc(/C=N/Nc2nc(-c3ccc(Cl)cc3)cs2)c2ccccc21	80.4	95.4	113.5	73.0	91.0	107.4	102.1	183.3
Cc1ccc(/C=C/CC(=O)Nc2ccc(C(=O)Nc3ccc(F)cc3N)nc2)cn1	25.3	26.4	37.2	-3.3*	57.6	51.4	31.6	6.6*
O=C(N=Nc1c(O)n(Cc2ccccc2)c2ccccc12)c1cc2ccccc2[nH]1	77.3	82.4	97.6	nt	91.0	94.2	94.1	119.9
COc1ccc2cc(-c3nc4ccccc4[nH]3)c(=O)oc2c1	94.2	82.2	nt	95.6	92.3	98.0	86.2	119.2
COc1ccc(-c2nc3sccn3c2-c2ccnc(NCCCNS(=O)(=O)c3ccc(OC)cc3)n2)cc1	37.8	55.4	58.5	nt	60.4	58.7	44.4	79.0
Cc1ccc(S(=O)(=O)NC(=O)n2cc(-c3ccncc3)c(-c3ccc(Cl)c(O)c3)n2)cc1	107.4	95.5	114.3	104.6	99.9	95.4	94.5	95.5
COc1cc(OC)cc(C(=O)Nc2cccc(-c3cc(=O)c4ccccc4o3)c2)c1	96.5	105.0	109.5	130.3	100.7	82.6	99.6	111.3
CCOC(=O)C(/C=N/C(=S)Nc1ccc(S(=O)(=O)Nc2ccccn2)cc1)=C(/O)c1ccccc1	96.9	97.3	96.9	87.4	104.6	96.8	89.4	100.6
O=CN1N=C(c2ccc(Cl)cc2)CC1c1sc(N2CCOCC2)nc1Cl (configuration not stated)	65.1	80.0	92.2	97.6	88.6	96.8	106.4	89.1
CCCC(C)c1ccc(OCCCCCCN2CCNCC2)cc1 (configuration not stated)	78.7	18.2	-13.3*	50.5	nt	-21.1*	49.5	85.0
C#CC(F)(F)[C@]1(O)CC[C@H]2[C@@H]3CCC4=CC(=O)CCC4=C3[C@@H](c3ccc(C4CC4)cc3)C[C@@]21C	-84.8*	-73.3*	31.1	-5.8*	60.3	-77.3*	40.4	99.8
CC(C)c1ccc(Cn2nc(Nc3ccc(Cl)c(Cl)c3)nc2N)cc1	56.0	69.2	66.8	121.6	82.2	88.2	86.5	97.2
O=S(=O)(NCCCNc1nccc(-c2c(-c3ccc(F)c(O)c3)nc3occn23)n1)c1ccc(Cl)cc1	36.4	41.7	30.8	84.9	59.5	106.0	56.3	103.0
Cc1ccc(NC(=O)N(CCCl)N=O)cc1NC(=O)N(CCCl)N=O	63.2	97.9	106.5	97.9	94.6	99.6	86.0	127.4
Cn1c(C#N)ccc1-c1ccc(F)c(NC(=O)c2ccc(F)cc2)c1	64.0	73.9	85.3	73.3	82.2	84.8	84.4	86.0
O=Cc1cn[nH]n1	96.2	103.9	111.2	116.2	101.0	107.8	116.2	98.4
CC(=O)c1c(C)[nH]c(-c2nc3ccc(N4CCN(C)CC4)cc3[nH]2)c1-c1ccc2c(c1)OCCO2	9.2*	13.3	49.2	45.5	58.5	40.9	29.3	1.4*
O=C(Nc1ccc(Cl)c(Cl)c1)Nc1ccc(Cl)c([N+](=O)[O-])c1	0.3*	nt	-11.8*	-25.9*	6.3*	7.5*	1.4*	-0.6*
COc1ccc(OC)c(C(=O)NNC(=O)c2cc(OC)c(OC)c(OC)c2)c1	91.8	nt	112.7	114.6	111.4	105.9	nt	93.9
CCC1(CCC(C)C)SC(N)=NC1=O (configuration not stated)	97.0&90.2	99.8&100.4	106.3&116.1	85.4&103.3	114.4&95.5	103.6&103.2	114.8&110.3	118.2&112.9
Fc1cccc(CNc2c3ccccc3nc3ccccc23)c1	24.0	27.0	32.8	-12.6*	32.8	36.4	17.1	64.1
O=C(CNn1c(COc2ccccc2)nc2ccccc2c1=O)Nc1ccc(Cl)cc1	73.0	76.4	104.2	83.7	80.9	106.0	90.8	137.1

# In the list so far, these have a furan ring, fused or not.
SMILES	UO-31	CAKI-1	RXF 393	A498	SN12C	786-0	ACHN	TK-10
CCCCN(CCCC)CCC(=O)c1cc(-c2ccccc2)oc1-c1ccccc1	89.7	102.1	107.5	68.4	103.3	105.0	110.8	101.7
N#C/C(=C\c1ccc(-c2ccc(Cl)cc2)o1)c1ccccc1	80.8	69.8	80.7	80.9	80.2	93.0	64.0	127.5

# Continuation.
SMILES	UO-31	CAKI-1	RXF 393	A498	SN12C	786-0	ACHN	TK-10
O=C(Cn1c[n+](CC(=O)c2ccc(-c3ccccc3)cc2)c2ccccc21)Nc1cccc2cccnc12	67.9	44.8	83.7	nt	14.9	44.4	90.1	88.5
CCOC(=O)c1cn2ncnc(Oc3ccc(NC(=O)NCCN(CC)CC)c(Cl)c3)c2c1C	57.0	68.8	41.0	90.3	68.3	72.0	88.2	109.7
Brc1ccc2c(c1)sc1nc(-c3c[nH]c4ccccc34)c(Nc3ccccc3)n12	69.6	81.2	91.8	98.7	93.0	104.0	101.8	124.2
COc1ccc2c3c(ccc2c1)C(=O)/C(=C\O)CC3	96.6	104.8	118.8	nt	100.0	102.7	102.2	93.4

# Rewritten with two lines to a compound: two of the compounds above
# Each structure is followed by: UO-31 | CAKI-1 | RXF 393 | A498 | SN12C | 786-0 | ACHN | TK-10
> O=C(Cn1c[n+](CC(=O)c2ccc(-c3ccccc3)cc2)c2ccccc21)Nc1cccc2cccnc12
  67.9 | 44.8 | 83.7 | nt | 14.9 | 44.4 | 90.1 | 88.5
> CCOC(=O)c1cn2ncnc(Oc3ccc(NC(=O)NCCN(CC)CC)c(Cl)c3)c2c1C
  57.0 | 68.8 | 41.0 | 90.3 | 68.3 | 72.0 | 88.2 | 109.7

# Assay outcomes from PubChem BioAssay.
